High-throughput results as filed in PubChem.
PKA-R1A activ = activators of PKA-R1A complex | P00514+P68181 | PKA-R1A dissociation, Cy5-IP20 fluorescence polarization; scaled: DMSO 0%, 113 µM cGMP 100% | activation, % at 11.4 µM | 340,000 compounds, 0.083% hits;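 active = percent activation above the mean of all tested compounds plus 3 SD, cut at about 19% in these data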;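 also: higher means more PKAc released from R1A so a rise in polarization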
Tat export inh = blocks Tat-dependent protein export in E. coli; E. coli MC4100 TorA-mCherry Tat export, fluorescence; inhibition, % at 10 µM; 340,000 compounds, 0.036% hits;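 active = mean replicate inhibition at least 50% and at least half of replicates individually reaching 50%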;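 also: exported cargo escapes ClpAP degradation while cytoplasmic cargo is degraded and loses fluorescence; 0% = median of neutral control wells and 100% = median of NaSCN control wells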
MOR-DOR inv ag = mu-delta opioid heterodimer inverse agonism. cell-based MOR-DOR heterodimer luminescence. inhibition, % at 9.3 µM. 340,000 compounds, 0.21% hits. AID 504357; in the data active = inhibition above about 22%, passing the limit was not always enough;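 also: 0% = cells with DMSO and 100% = wells without cells with DMSO; values of inactives mirror those of a sister screen read the other way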
PfHsp90 yeast 2 = inhibits growth of yeast expressing Plasmodium falciparum Hsp90. S. cerevisiae expressing PfHsp90, BacTiter-Glo ATP, 48 h; yeast lacking PDR1 and PDR3 efflux regulators. inhibition, % at 9.4 µM. 310,000 compounds, 0.32% hits. AID 504621;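 active = every replicate shows inhibition above about 80%, whatever the replicate mean, limit read from the data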;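 also: 0% = DMSO neutral controls and 100% = 20 µM radicicol positive controls; yeast relying on Plasmodium falciparum Hsp90 in place of its own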
HTR5A inv ctr = HTR5A inverse agonism, opioid heterodimer counter-screen; inhibition, % at 9.3 µM; P47898; HTR5A cell line, luminescence; 340,000 compounds, 0.083% hits; in the data active = inhibition mostly above about 23%, no sharp cut-off; inactive = mostly below about 18%;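 also: 0% = cells with DMSO and 100% = no-cell wells with DMSO; some compounds called inactive have numbers as strong as hits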
Target sequence (P47898 whole entry, looked up): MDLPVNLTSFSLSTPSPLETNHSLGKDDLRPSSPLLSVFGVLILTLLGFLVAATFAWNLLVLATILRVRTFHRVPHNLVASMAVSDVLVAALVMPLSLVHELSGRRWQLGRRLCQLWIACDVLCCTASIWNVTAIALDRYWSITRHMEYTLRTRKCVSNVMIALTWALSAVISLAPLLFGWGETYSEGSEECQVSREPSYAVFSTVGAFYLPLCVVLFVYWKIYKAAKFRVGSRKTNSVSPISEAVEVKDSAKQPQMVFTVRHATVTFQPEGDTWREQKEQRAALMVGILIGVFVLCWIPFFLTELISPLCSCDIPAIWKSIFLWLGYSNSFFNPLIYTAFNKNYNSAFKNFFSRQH
Ecoli viability = counter-screen for AddAB inhibitors: E. coli growth inhibition. E. coli V3065 growth, OD600 absorbance, 18 h. inhibition, % at 11.9 µM. 330,000 compounds, 0.27% hits;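 active = inhibition above the campaign's mean inhibition across all tested compounds plus 3 SD, cut at about 9.9% in these data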;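 also: uninfected addAB+ strain grown without phage in ampicillin broth; 0% = DMSO wells and 100% = ciprofloxacin 0.95 µg/ml wells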
Mot1-301 SUMO = blocks SUMOylation pathway, rescuing yeast Mot1-301 growth. S. cerevisiae Mot1-301 growth rescue, ATP luminescence, 38.5C; percent above DMSO median, 100 means doubled. growth rescue, % at 18.8 µM. 320,000 compounds, 1% hits;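 active = every valid replicate shows activation above 250% relative to neutral control wells; inactive = the rest, any valid replicate at or below 250%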;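 also: OY570 slx delta 5 strain wells were the positive control but not used for scaling; some compounds called inactive have numbers as strong as hits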
PKA-R2B activ = PKA-R2B complex activation | PKA-R2B holoenzyme dissociation, Cy5-IP20 fluorescence polarization; R2B truncated from residue 108, S112A mutant; 0% DMSO only, 100% 113 µM cGMP | P22694+P31323 | AID 504700 | 340,000 compounds, 0.079% hits | activation, % at 11.4 µM;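 active = activation above a cutoff set at the mean over all compounds plus 3 SD, cut at about 18% in these data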;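 also: higher means more holoenzyme dissociation and a rise in polarization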
Target sequence (P31323 whole entry, looked up, other chains not shown, the tested form may be a part): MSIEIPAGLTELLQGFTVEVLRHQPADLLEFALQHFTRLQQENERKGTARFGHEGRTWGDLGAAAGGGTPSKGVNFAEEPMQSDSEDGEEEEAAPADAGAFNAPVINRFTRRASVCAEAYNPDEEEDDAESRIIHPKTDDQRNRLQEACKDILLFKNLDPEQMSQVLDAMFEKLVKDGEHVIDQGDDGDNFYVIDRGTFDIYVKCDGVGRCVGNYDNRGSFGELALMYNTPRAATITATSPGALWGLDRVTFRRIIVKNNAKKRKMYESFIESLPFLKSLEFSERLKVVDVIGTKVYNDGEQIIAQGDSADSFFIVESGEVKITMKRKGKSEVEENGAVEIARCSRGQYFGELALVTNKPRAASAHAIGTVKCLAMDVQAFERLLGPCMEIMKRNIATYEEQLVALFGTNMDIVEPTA
AddAB inh = less growth of phage-infected E. coli with AddAB; E. coli expressing H. pylori AddAB, absorbance growth; inhibition, % at 11.9 µM; 330,000 compounds, 0.29% hits; AID 435030; in the data active = inhibition above about 12%;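 also: 0% = vehicle wells of infected cells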
phage Ecoli inh = E. coli growth loss with phage present; inhibition, % at 11.9 µM; 360,000 compounds, 0.26% hits; AID 651602; growth absorbance; in the data active = inhibition above about 11%
MOR-DOR ag = agonists of human mu-delta opioid receptor heterodimerization. 340,000 compounds, 0.3% hits. AID 504326. activation, % at 9.3 µM. cells, OPRM1-OPRD1 heterodimerization, luminescence. P35372+P41143; in the data active = activation above about 18%;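 also: 0% = vehicle-treated cells and 100% = reference agonist; values of inactives mirror those of a sister screen read the other way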
Starred values were filed as active, the others as inactive.

Results for c1ccc(-c2ccc(-c3[nH]ncc3CN3CCC(N4CCSCC4)CC3)cc2)cc1 ?
PKA-R1A activ: -16.5; Tat export inh: 1.1; MOR-DOR inv ag: 6.0; PfHsp90 yeast 2: -4.2; HTR5A inv ctr: 18.1; Ecoli viability: -2.8; Mot1-301 SUMO: 14.8; PKA-R2B activ: -3.1; AddAB inh: 1.2; phage Ecoli inh: 1.6; MOR-DOR ag: -1.1

How did Cc1ccc(C(=O)NNC(=O)c2ccc(NS(=O)(=O)c3cccs3)cc2)s1 do in these assays?
PKA-R1A activ: -5.9; Tat export inh: 4.2; MOR-DOR inv ag: 21.8; HTR5A inv ctr: -1.9; Ecoli viability: 1.6; Mot1-301 SUMO: -4.4; PKA-R2B activ: 6.8; AddAB inh: 2.4; phage Ecoli inh: 1.9; MOR-DOR ag: -4.0

How did CCc1ccc(NC(=O)C2CCN(S(=O)(=O)c3ccc4c(c3)NC(=O)CO4)CC2)cc1 do in these assays?
PKA-R1A activ: -0.2; Tat export inh: 0.9; MOR-DOR inv ag: 4.9; PfHsp90 yeast 2: -6.4; HTR5A inv ctr: -36.1; Ecoli viability: 0.3; PKA-R2B activ: -9.6; AddAB inh: 2.6; phage Ecoli inh: -0.9; MOR-DOR ag: -1.0

Results for COCCCN1C(=O)c2ccc(C(=O)Nc3ccc(OC)cc3OC)cc2C1=O ?
PKA-R1A activ: -9.4; Tat export inh: 2.9; MOR-DOR inv ag: 6.1; PfHsp90 yeast 2: 5.6; HTR5A inv ctr: 1.8; Ecoli viability: -2.6; Mot1-301 SUMO: 994.2*; PKA-R2B activ: 3.6; AddAB inh: 1.7; phage Ecoli inh: 2.6; MOR-DOR ag: -1.4

What do the screens show for `N/C(=N\c1nc2ccccc2o1)NC(=O)C(Cc1ccccc1)N1C(=O)c2ccccc2C1=O` (stereo not given)?
PKA-R1A activ: -7.1; Tat export inh: 5.1; MOR-DOR inv ag: 14.6; PfHsp90 yeast 2: -82.8; HTR5A inv ctr: -4.3; Ecoli viability: 0.6; Mot1-301 SUMO: -12.8; PKA-R2B activ: 4.2; AddAB inh: -0.9; phage Ecoli inh: 2.4; MOR-DOR ag: -2.6

How did O=[N+]([O-])c1ccc(C2CCCC/C2=N/OCc2ccccc2F)c([N+](=O)[O-])c1 (stereo not given) do in these assays?
PKA-R1A activ: 3.9; Tat export inh: 4.2; MOR-DOR inv ag: -15.4; PfHsp90 yeast 2: -13.8; HTR5A inv ctr: -7.8; Ecoli viability: 1.3; Mot1-301 SUMO: 34.3; PKA-R2B activ: -6.5; AddAB inh: 2.4; phage Ecoli inh: 2.2; MOR-DOR ag: 3.6

Results for Cc1nn(Cc2ccccc2)c(=O)c2nn(-c3ccc(Cl)cc3)c(C)c12 ?
PKA-R1A activ: -16.9; Tat export inh: -2.1; MOR-DOR inv ag: 11.8; PfHsp90 yeast 2: 6.3; HTR5A inv ctr: 8.9; Ecoli viability: -1.6; Mot1-301 SUMO: 28.1; PKA-R2B activ: 4.8; AddAB inh: -1.4; phage Ecoli inh: 3.8; MOR-DOR ag: -2.2

How did O=C(NCc1cccnc1)C1c2ccccc2C(=O)N1C1CCCCCC1 (stereo not given) do in these assays?
PKA-R1A activ: -2.9; Tat export inh: -5.4; MOR-DOR inv ag: 7.8; PfHsp90 yeast 2: 20.2; HTR5A inv ctr: 17.9; Ecoli viability: 1.0; Mot1-301 SUMO: 5.1; PKA-R2B activ: 6.5; AddAB inh: 0.0; phage Ecoli inh: 1.3; MOR-DOR ag: -1.4

Results for COC1=CC(=Cc2c(N)n3nc(CC(=O)N4CCCCC4)sc3nc2=O)C=C(OC)C1=O ?
PKA-R1A activ: 4.5; Tat export inh: -4.0; MOR-DOR inv ag: 8.0; PfHsp90 yeast 2: -10.1; HTR5A inv ctr: 4.8; Ecoli viability: -0.2; Mot1-301 SUMO: 6.3; PKA-R2B activ: 3.6; AddAB inh: 1.5; phage Ecoli inh: -0.5; MOR-DOR ag: -1.5

Results for Cc1cn(-c2ccccc2)c(C)c1/C=N\Nc1nc(N2CCOCC2)nc(N2CCOCC2)n1 ?
PKA-R1A activ: -8.0; Tat export inh: -1.7; MOR-DOR inv ag: -6.7; HTR5A inv ctr: 7.6; Ecoli viability: -2.1; Mot1-301 SUMO: -16.8; PKA-R2B activ: -10.6; AddAB inh: 2.2; phage Ecoli inh: 3.2; MOR-DOR ag: 0.9

What do the screens show for `Cc1cc(Br)ccc1SCC(=O)N1CCN(S(=O)(=O)c2ccccc2)CC1`?
PKA-R1A activ: -14.6; Tat export inh: 5.4; MOR-DOR inv ag: -0.5; PfHsp90 yeast 2: -19.7; HTR5A inv ctr: 9.4; Ecoli viability: -2.8; Mot1-301 SUMO: 131.9; PKA-R2B activ: -3.3; AddAB inh: 0.9; phage Ecoli inh: 2.4; MOR-DOR ag: 0.1

Results for O=S(=O)([O-])CCC[n+]1c(SCCCS(=O)(=O)O)sc2ccc(Cl)cc21 ?
PKA-R1A activ: 0.6; Tat export inh: -14.7; MOR-DOR inv ag: 11.3; PfHsp90 yeast 2: 12.1; HTR5A inv ctr: 14.6; Ecoli viability: -1.6; Mot1-301 SUMO: -8.8; PKA-R2B activ: 0.5; AddAB inh: 0.9; phage Ecoli inh: 1.7; MOR-DOR ag: -1.9

Results for CC1CCCCC12NC(=O)N(CC(=O)OCC(=O)Nc1ccc(F)cc1[N+](=O)[O-])C2=O (stereo not given) ?
PKA-R1A activ: -3.8; Tat export inh: -3.2; MOR-DOR inv ag: -24.0; PfHsp90 yeast 2: -5.5; HTR5A inv ctr: -3.4; Ecoli viability: 0.2; Mot1-301 SUMO: -7.8; PKA-R2B activ: -5.3; AddAB inh: 0.8; phage Ecoli inh: 2.6; MOR-DOR ag: 4.8

Results for CSc1ccccc1OCc1cc(C(=O)NCc2cnc(C)cn2)no1 ?
PKA-R1A activ: 3.0; Tat export inh: -5.2; MOR-DOR inv ag: 3.2; PfHsp90 yeast 2: -14.8; HTR5A inv ctr: 9.9; Ecoli viability: -1.2; Mot1-301 SUMO: 7.0; PKA-R2B activ: -2.4; AddAB inh: 0.8; phage Ecoli inh: 1.5; MOR-DOR ag: -0.8

What do the screens show for `COc1ccc(OC)c(NC(=O)C(CC(=O)O)Cc2ccc(Cl)cc2)c1` (stereo not given)?
PKA-R1A activ: -4.6; Tat export inh: -2.1; MOR-DOR inv ag: 4.3; PfHsp90 yeast 2: -2.8; HTR5A inv ctr: -17.5; Ecoli viability: -1.6; Mot1-301 SUMO: -3.5; PKA-R2B activ: 2.7; AddAB inh: 2.1; phage Ecoli inh: 2.8; MOR-DOR ag: -0.8

Results for Cc1cccc(N2C(=O)CSC23CCCCC3)c1 ?
PKA-R1A activ: 2.0; Tat export inh: -11.0; MOR-DOR inv ag: 7.5; PfHsp90 yeast 2: 18.1; HTR5A inv ctr: -2.3; Ecoli viability: 0.6; Mot1-301 SUMO: 52.2; PKA-R2B activ: 3.3; AddAB inh: 4.1; phage Ecoli inh: 1.7; MOR-DOR ag: -1.4

Results for Cc1ccc(S(=O)(=O)N2CCOC2CNC(=O)C(=O)NCC(C)C)cc1 (stereo not given) ?
PKA-R1A activ: -3.1; Tat export inh: -3.0; MOR-DOR inv ag: 3.7; PfHsp90 yeast 2: 0.2; HTR5A inv ctr: 6.4; Ecoli viability: -1.6; Mot1-301 SUMO: -18.2; PKA-R2B activ: -3.8; AddAB inh: -0.2; phage Ecoli inh: 0.6; MOR-DOR ag: -0.7

Results for CCOC(=O)c1ncn2c1[C@@H]1CCNC1C(=O)c1cc(OC)ccc1-2 (stereo not given in full) ?
PKA-R1A activ: 13.0; Tat export inh: -5.6; MOR-DOR inv ag: 0.2; PfHsp90 yeast 2: 5.3; HTR5A inv ctr: -3.4; Ecoli viability: -0.5; Mot1-301 SUMO: -12.7; PKA-R2B activ: -8.3; AddAB inh: 3.4; phage Ecoli inh: 4.0; MOR-DOR ag: 0.0

What do the screens show for `O=C(COC(=O)/C=C/c1cccc([N+](=O)[O-])c1)Nc1ccc(Cl)cn1`?
PKA-R1A activ: -12.0; Tat export inh: -6.9; MOR-DOR inv ag: 2.0; PfHsp90 yeast 2: 6.7; HTR5A inv ctr: 2.7; Ecoli viability: -0.3; Mot1-301 SUMO: -3.1; PKA-R2B activ: -17.7; AddAB inh: 0.8; phage Ecoli inh: 1.4; MOR-DOR ag: -0.5

What do the screens show for `COc1ccc(C(=O)CSc2nnc(-c3cccnc3)n2Cc2ccco2)cc1`?
PKA-R1A activ: 9.3; Tat export inh: 2.8; MOR-DOR inv ag: 15.8; PfHsp90 yeast 2: 14.2; HTR5A inv ctr: -18.1; Ecoli viability: -1.5; Mot1-301 SUMO: -8.3; PKA-R2B activ: 4.2; AddAB inh: 1.1; phage Ecoli inh: 1.1; MOR-DOR ag: -2.9

Results for Cc1cccc(-c2nc3c(c(=O)c4ccccc4n3C)c(=O)n2-c2ccccc2)c1 ?
PKA-R1A activ: -6.8; Tat export inh: -3.6; MOR-DOR inv ag: 21.6; PfHsp90 yeast 2: 6.8; HTR5A inv ctr: -6.9; Ecoli viability: -1.1; Mot1-301 SUMO: -12.0; PKA-R2B activ: 0.8; AddAB inh: -2.9; phage Ecoli inh: 0.2; MOR-DOR ag: -4.3

How did COc1ccc(CC(=O)OC(C)C(=O)NCc2ccc3c(c2)OCO3)cc1OC (stereo not given) do in these assays?
PKA-R1A activ: -1.1; Tat export inh: 0.1; MOR-DOR inv ag: 10.8; PfHsp90 yeast 2: -5.6; HTR5A inv ctr: -12.7; Ecoli viability: 0.8; Mot1-301 SUMO: -12.8; PKA-R2B activ: -8.2; AddAB inh: -0.2; phage Ecoli inh: 1.8; MOR-DOR ag: -2.0

Results for Cc1cccnc1NC(=O)c1cc2ccccc2oc1=O ?
PKA-R1A activ: -10.8; Tat export inh: 1.9; MOR-DOR inv ag: 11.4; HTR5A inv ctr: 8.7; Ecoli viability: 1.7; Mot1-301 SUMO: 1.2; PKA-R2B activ: -6.4; AddAB inh: 4.2; phage Ecoli inh: -0.5; MOR-DOR ag: -2.3

In the list so far, these have fluorine:
How did O=[N+]([O-])c1ccc(C2CCCC/C2=N/OCc2ccccc2F)c([N+](=O)[O-])c1 (stereo not given) do in these assays?
PKA-R1A activ: 3.9; Tat export inh: 4.2; MOR-DOR inv ag: -15.4; PfHsp90 yeast 2: -13.8; HTR5A inv ctr: -7.8; Ecoli viability: 1.3; Mot1-301 SUMO: 34.3; PKA-R2B activ: -6.5; AddAB inh: 2.4; phage Ecoli inh: 2.2; MOR-DOR ag: 3.6

Results for CC1CCCCC12NC(=O)N(CC(=O)OCC(=O)Nc1ccc(F)cc1[N+](=O)[O-])C2=O (stereo not given) ?
PKA-R1A activ: -3.8; Tat export inh: -3.2; MOR-DOR inv ag: -24.0; PfHsp90 yeast 2: -5.5; HTR5A inv ctr: -3.4; Ecoli viability: 0.2; Mot1-301 SUMO: -7.8; PKA-R2B activ: -5.3; AddAB inh: 0.8; phage Ecoli inh: 2.6; MOR-DOR ag: 4.8

An unsorted share of the library; overall some 2.2% were active at least once.
